D1 antagonist – blocks dopamine activation of the human D1 receptor. activity change, negative = inhibition, % at 10 µM. actives 3.2% (n = 360,000). HEK293 TREx D1 cells, calcium flux, dopamine EC80; hits give low values. P21728; in the data active = activity change below about -30%; note: % is set by controls: 0 for no effect and ±100 for the full control effect
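Kinetic fluorescence of a calcium dye serves as the read-out. D1-expressing Hek293 Trex cells, induced overnight at 30 C, are exposed to compound for 180 s before an EC80 dopamine addition, then read 180 s further.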
Vif-APOBEC3G blk – Vif-A3G binding inhibition. HeLa A3G-eYFP + Vif (tagged APOBEC3G with the HIV-1 protein that degrades it), YFP fluorescence, overnight. actives 0.076% (n = 410,000). Q9HC16. Potency, µM (doses to about 46.1 µM), inactives show top-dose activity, negative = active, hits mostly inhibitors;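 note: potency is the fitted concentration of half-maximal effect; % is set by controls: 0 for no effect and ±100 for the full control effect; nearly all actives have a fitted effect of over 60% in size; hits raise eYFP signal because A3G escapes Vif-driven loss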
Target sequence (Q9HC16 whole entry, looked up): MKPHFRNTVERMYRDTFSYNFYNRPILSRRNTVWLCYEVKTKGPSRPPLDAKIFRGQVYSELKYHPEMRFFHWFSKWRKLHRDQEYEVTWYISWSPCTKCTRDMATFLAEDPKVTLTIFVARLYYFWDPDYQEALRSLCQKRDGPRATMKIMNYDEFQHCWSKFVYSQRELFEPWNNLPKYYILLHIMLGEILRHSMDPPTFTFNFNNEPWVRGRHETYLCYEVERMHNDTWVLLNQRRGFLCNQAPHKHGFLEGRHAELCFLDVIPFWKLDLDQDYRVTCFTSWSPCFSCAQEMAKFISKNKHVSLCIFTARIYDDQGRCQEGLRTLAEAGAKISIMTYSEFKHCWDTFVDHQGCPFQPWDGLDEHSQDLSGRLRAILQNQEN
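HeLa cells stably expressing Vif and C-terminally eYFP-tagged A3G, seeded overnight at 37 deg C, then exposed to compound by pintool overnight at 37 deg C. Rise in yellow fluorescence (Ex 488/Em 500-530, Acumen) marks blocked Vif-driven A3G degradation.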
Glioma ERSR ind – ER stress response induction in glioma; U87-MG GRP78 promoter luciferase reporter, 16 h; Potency, µM, inactives show at the highest dose activation, actives largely listed as activators; actives 0.02% (n = 420,000); AID 602332; note: potency is the fitted concentration of half-maximal effect; series mostly up to about 76 µM; % of control where 0% means no effect; nearly all actives have a fitted effect of over 35% in size
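Stably transfected U87-MG glioma cells carrying a GRP78-based luciferase sensor; 16 h compound incubation. Luminescence end-point read 10 min after Bright-Glo addition at room temperature.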
RXFP1 agonist – agonists of human relaxin receptor RXFP1 | Q9HBX9 | HEK293T-RXFP1 cAMP TR-FRET, 30 min; response scale: percent of porcine relaxin response, buffer zero | Potency, µM (top dose mostly 57.5 µM), without a hit: at the top dose activation, actives largely listed as activators | actives 0.3% (n = 370,000) | AID 2676; note: potency is the fitted concentration of half-maximal effect; % is set by controls: 0 for no effect and ±100 for the full control effect; nearly all actives have a fitted effect of over 60% in size; many of its hits are not listed in these tables
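cAMP rise read by TR-FRET after 30 min, 37C compound exposure (up to 58 uM) in RXFP1-transfected HEK293 cells with Ro 20174 present. EC50 from Hill-equation fits, with 29 nM porcine relaxin as 100% and buffer as basal.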
RXFP1 antag – RXFP1 (human) relaxin receptor antagonism. Q9HBX9. HEK293-RXFP1, relaxin-stimulated cAMP HTRF, 30 min; hits give low values. activity change, negative = inhibition, % at 57.5 µM. actives 0.59% (n = 350,000);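 active = activity change of -60% or lower, but not beyond a set lower limit; inconclusive = change between -60% and -40%, or beyond the set limit; inactive = change above -40%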; note: % is set by controls: 0 for no effect and ±100 for the full control effect
D1 PAM – enhances dopamine response at the human D1 receptor; P21728; HEK293 TREx D1 cells, calcium flux, dopamine EC20 potentiation; actives 0.036% (n = 360,000); potentiation, % at 10 µM; in the data active = potentiation above about 30%; note: 0% is about no effect
D2 potentiator – positive allosteric modulators of human D2 dopamine receptor; HEK293 T-REx D2, calcium flux, EC20 dopamine potentiation; potentiation, % at 10 µM; actives 0.34% (n = 340,000); AID 485347;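 active = potentiation over 3 SD above the plate norm, cut at about 30% in these data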; note: 0% is about no effect
Target sequence (P14416 whole entry, looked up): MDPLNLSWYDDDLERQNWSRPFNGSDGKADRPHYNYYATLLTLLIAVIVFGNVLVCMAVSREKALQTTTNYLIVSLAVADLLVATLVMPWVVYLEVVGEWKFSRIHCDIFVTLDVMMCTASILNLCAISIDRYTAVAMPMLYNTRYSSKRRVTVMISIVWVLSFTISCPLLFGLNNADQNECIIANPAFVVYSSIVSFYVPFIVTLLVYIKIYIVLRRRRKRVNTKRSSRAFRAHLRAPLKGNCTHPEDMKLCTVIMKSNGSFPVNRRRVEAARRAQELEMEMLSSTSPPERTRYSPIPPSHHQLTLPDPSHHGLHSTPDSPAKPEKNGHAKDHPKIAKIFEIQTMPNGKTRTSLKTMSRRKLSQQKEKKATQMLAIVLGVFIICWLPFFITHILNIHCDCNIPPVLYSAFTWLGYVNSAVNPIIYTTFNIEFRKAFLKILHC
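Potentiation of an EC20 dopamine calcium response measured kinetically over 180 s, after a preceding 180 s compound-only read flagging agonists. Cells: inducible Hek293 Trex D2 line, 4000/well, cultured overnight at 30 C before dye loading.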
Vif-APOBEC3F blk – Vif-A3F binding inhibition; Potency, µM (series often up to 46.1 µM), without a hit: at the top dose activity, negative = active; HeLa A3F-eYFP + Vif (tagged APOBEC3F with the HIV-1 protein that degrades it), YFP fluorescence increase; actives 0.2% (n = 390,000); AID 602313; note: potency is the fitted concentration of half-maximal effect; % of control where 0% means no effect; nearly all actives have a fitted effect of over 65% in size
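HeLa cells stably expressing A3F-eYFP plus Vif, plated and incubated overnight at 37 deg C, then exposed to compounds overnight at 37 deg C. Blocked degradation read as raised yellow fluorescence (Ex 488/Em 500-530).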
D1 ag – activates the human D1 dopamine receptor. actives 1% (n = 360,000). AID 504660. HEK293 T-REx D1 cells, calcium flux, agonist mode. activation, % at 2 µM. P21728; in the data active = activation above about 30%; note: 0% is about no effect
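Inducible HEK293 T-REx D1 cells, force-coupled to calcium signalling, were plated at 4000 cells/well with tetracycline and held overnight at 30 C. After no-wash calcium dye loading, compound-evoked calcium rise over 180 s flagged agonists.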
Active calls of the source: *; ? = inconclusive; . = no result given. Unless noted, calls come from the whole dose curve; as a rule, active = well fitted curve in the direction sought with a large enough effect; inconclusive = small, poorly fitted or top-dose-only effect, or another doubt; inactive = no such curve, though single readings can be large; an effect the other way counts as inactive or inconclusive.

SMILES | D1 antagonist | Vif-APOBEC3G blk | Glioma ERSR ind | RXFP1 agonist | RXFP1 antag | D1 PAM | D2 potentiator | Vif-APOBEC3F blk | D1 ag
O=C(Nc1ccccc1N1CCN(C(=O)c2ccccc2)CC1)c1ccc(Br)o1 | 3 | 4% | -6% | 2.5% | -11 | -6 | 3 | 4% | 2
NC(=O)CSc1nnc(-c2cc(-c3cccs3)nc3ccccc23)o1 | -4 | 8% | -2% | 1.4% | 3 | -1 | 2 | -11% | 9
O=C(O)C1CCN(C(=O)c2ccc(S(=O)(=O)N3CCCCCC3)cc2)CC1 | . | 2% | -2% | . | 0 | . | . | 2% | .
COC(=O)c1ccc2c(=O)n(CCCCCC(=O)N3CCN(c4ccc(Cl)cc4)CC3)c(=O)[nH]c2c1 | 1 | -7% | 1% | 4.4% | ? | -3 | 13 | 0% | 0
O=C(CN1CCN(C(=O)c2ccccc2)CC1)Nc1ccc(Cl)cc1F | -14 | -4% | -2% | 1.1% | 1 | -2 | 3 | 9% | 4
O=C(Nc1cccnc1)c1cccc(-c2cc3ccccc3oc2=O)c1 | 0 | 3% | 4% | 0.8% | 6 | 1 | 3 | -9% | 4
CCOc1ccc(NC(=O)C2CC(=O)N(C(C)C)C2)cc1 (stereo not given) | 0 | 0% | -3% | 0.9% | -11 | -3 | 12 | . | 3
CCC(=O)N1CCc2cc(S(=O)(=O)N3CCCCCC3)ccc21 | -7 | 1% | -4% | -0.8% | -10 | 1 | -11 | -4% | 5
NS(=O)(=O)c1cc(C(=O)NCC2CCCCC2)ccc1Cl | 2 | 4% | -2% | 1.2% | -8 | -1 | 5 | -6% | 3
N#Cc1cc2c(=O)n3ccccc3nc2n(Cc2cccnc2)c1=O | . | 0% | -1% | . | 6 | . | . | -7% | .
CC(=O)c1cccc(OCC(=O)N(CCC2=CCCCC2)c2c(N)n(Cc3ccccc3)c(=O)[nH]c2=O)c1 | . | -13% | -7% | . | 7 | . | . | 4% | .
Oc1c(Br)cc(Cl)cc1C=Nc1ccc(N2CCOCC2)cc1 | -4 | -1% | -1% | 0.3% | -9 | 2 | . | -11% | 4
O=C(NC1CCCCC1)C(c1ccccc1)N(Cc1cccnc1)C(=O)c1csnn1 (stereo not given) | -3 | 1% | -4% | 3.5% | 0 | -2 | -4 | 1% | -3
CCOC12CC(C)(C)CC(C)(CC3=C1C(=O)CC(C)(C)C3)C2 (stereo not given) | 8 | -2% | 3% | -1.5% | -2 | 0 | 0 | -1% | 1
COc1cc([N+](=O)[O-])cc2sc(NC(C)=O)nc12 | -2 | -11% | 0% | -3.0% | 4 | -1 | -3 | 9% | 2
Cc1cc(C)cc(NC(=O)C(Sc2nnc(C)c(=O)[nH]2)c2ccccc2)c1 (stereo not given) | -20 | -6% | 2% | 0.0% | 2 | -3 | -2 | -19% | 1
CC1CCCC(C)N1C(=O)CN1C(=O)c2ccccc2S1(=O)=O (stereo not given) | 9 | 2% | 0% | 1.2% | 3 | -4 | 7 | -4% | 3
CCOC(=O)N1CCN(C(=O)CSCC(=O)Nc2nc(-c3ccc(C)cc3)cs2)CC1 | -3 | -1% | 1% | 0.1% | 1 | 8 | 0 | 3% | 4
CC(c1ccccc1)N1C(=O)c2ccccc2C1(O)Cc1ccccc1 (stereo not given) | -74* | 2% | -1% | 0.7% | -15 | -1 | 5 | 18% | 2
O=C(c1ccc(Cl)cc1)c1cnc(-c2ccc(Cl)cc2)s1 | . | -1% | -2% | 0.7% | -3 | . | . | -1% | .
O=C(NC(=S)Nc1ccccc1Cl)c1cncc(C#Cc2ccccc2)c1 | 10 | 2% | -2% | 2.1% | -11 | -2 | 1 | -3% | 1
O=C(CCNS(=O)(=O)c1ccccc1)N1CCCC1 | -4 | 3% | -7% | 0.8% | 5 | 9 | -4 | 1% | 4
Cc1ccc(S(=O)(=O)N2CCC(=O)N(C(COCc3ccccc3)C(C)C)CC2)cc1 (stereo not given) | -15 | 0% | 0% | 2.1% | . | -1 | 2 | 6% | 1
COc1ccc(-c2noc(-c3ccc(NCc4ccco4)c([N+](=O)[O-])c3)n2)cc1OC | -41* | 5% | 2% | -4.9% | . | 1 | 1 | 1% | -1
O=C(O)c1ccc(-n2cc(-c3cc4ccccc4oc3=O)[nH]c2=S)cc1 | -3 | -4% | 2% | 0.5% | -28 | 2 | 6 | 10% | 4

Eight entries from above, with tabs:
SMILES	D1 antagonist	Vif-APOBEC3G blk	Glioma ERSR ind	RXFP1 agonist	RXFP1 antag	D1 PAM	D2 potentiator	Vif-APOBEC3F blk	D1 ag
Cc1cc(C)cc(NC(=O)C(Sc2nnc(C)c(=O)[nH]2)c2ccccc2)c1 (stereo not given)	-20	-6%	2%	0.0%	2	-3	-2	-19%	1
CC1CCCC(C)N1C(=O)CN1C(=O)c2ccccc2S1(=O)=O (stereo not given)	9	2%	0%	1.2%	3	-4	7	-4%	3
CCOC(=O)N1CCN(C(=O)CSCC(=O)Nc2nc(-c3ccc(C)cc3)cs2)CC1	-3	-1%	1%	0.1%	1	8	0	3%	4
CC(c1ccccc1)N1C(=O)c2ccccc2C1(O)Cc1ccccc1 (stereo not given)	-74*	2%	-1%	0.7%	-15	-1	5	18%	2
O=C(c1ccc(Cl)cc1)c1cnc(-c2ccc(Cl)cc2)s1	.	-1%	-2%	0.7%	-3	.	.	-1%	.
O=C(NC(=S)Nc1ccccc1Cl)c1cncc(C#Cc2ccccc2)c1	10	2%	-2%	2.1%	-11	-2	1	-3%	1
O=C(CCNS(=O)(=O)c1ccccc1)N1CCCC1	-4	3%	-7%	0.8%	5	9	-4	1%	4
Cc1ccc(S(=O)(=O)N2CCC(=O)N(C(COCc3ccccc3)C(C)C)CC2)cc1 (stereo not given)	-15	0%	0%	2.1%	.	-1	2	6%	1

Following part.
SMILES | D1 antagonist | Vif-APOBEC3G blk | Glioma ERSR ind | RXFP1 agonist | RXFP1 antag | D1 PAM | D2 potentiator | Vif-APOBEC3F blk | D1 ag
Cn1c(=O)c2ccccc2n(CC(=O)NCCC2=CCCCC2)c1=O | -9 | -1% | -2% | 4.8% | -3 | -5 | -10 | 7% | 3
O=C1CC(c2ccccc2)Sc2nc(-c3ccc(F)cc3)nn21 (stereo not given) | 16 | -1% | 5% | 4.4% | -3 | -2 | 8 | 4% | 2
Cc1ccc(CNS(=O)(=O)c2ccc3oc(C(=O)O)c(C)c3c2)cc1 | 1 | -1% | -2% | 1.0% | 27 | -1 | -8 | 3% | 0
CSc1nsc(/C=C/Nc2ccc(C(=O)O)cc2)c1C#N | 4 | ? | -2% | 5.7% | -13 | 3 | 2 | ? | 3
COc1ccccc1C(=O)NNC(=O)c1cc2ccccc2cc1O | . | -21% | 1% | . | 10 | . | . | -6% | .
Cc1cccc(C(=O)OCC(=O)N2CC(C)CC(C)C2)c1C (stereo not given) | . | -7% | 1% | . | -15 | . | . | -4% | .
CC1OC2C(OC1C)N(S(C)(=O)=O)CCN2S(C)(=O)=O (stereo not given) | 2 | 2% | -2% | 2.2% | 2 | 0 | . | 1% | 4
CC(C)CNC(=O)C1C2C=CC(C2)C1C(=O)O (stereo not given) | -3 | -1% | -2% | 2.8% | 0 | 1 | -6 | -8% | 2
C/C(=N\NC(N)=S)C1(C)CCCCC1 | -12 | 1% | 1% | 1.3% | 6 | -2 | 7 | 3% | 2
O=c1[nH]c(SCc2ccccc2[N+](=O)[O-])nc2nc[nH]c12 | -14 | -4% | 4% | 2.5% | 8 | 1 | 18 | -12% | -1
CC(=O)c1cccc(NS(=O)(=O)N2CCCCC2)c1 | -25 | -6% | -6% | 0.2% | -4 | -10 | 1 | 5% | 11
O=C(CN1CCSC1=O)Nc1ccc(N2CCOCC2)cc1 | -6 | 4% | 2% | -0.5% | 6 | -2 | 8 | 9% | 4
COc1ccccc1NC(=O)COC(=O)C1CC2CCCC(C1)C2=O (stereo not given) | . | -7% | -3% | . | 2 | . | . | -5% | .
CC(=O)N1CCc2cc(S(=O)(=O)CCC(=O)N3CCC(C)CC3)ccc21 | -2 | -5% | -4% | -0.7% | -22 | -1 | 9 | 0% | -1
Cc1cc(NC(=O)CCC(=O)N(Cc2ccco2)C(C(=O)NC2CCCC2)c2ccc(F)cc2)no1 (stereo not given) | -1 | -8% | -8% | -0.8% | 8 | -10 | . | -8% | 2
Cc1ccc(-c2noc(CNC(=O)COc3cc(C)c(Br)c(C)c3)n2)cc1 | 8 | 4% | -1% | 2.9% | -3 | 1 | -2 | -1% | 7
COc1ccc(-c2c(C#N)c(SCC(=O)Nc3ccccc3)nc3c2CCCC3)cc1 | . | 5% | -1% | . | 3 | . | . | 5% | .
O=S(=O)(N/N=C/c1ccccc1F)c1ccccc1 | 6 | 1% | -6% | 0.3% | -17 | 0 | 7 | -3% | 2
N#C/C(=C1\CCCN1)c1nc2ccccc2c(=O)[nH]1 | -17 | 8% | -2% | -1.1% | -2 | 3 | 3 | 2% | 5
Clc1cccc2c1Sc1ccccc1CC2N1CCNCC1 (stereo not given) | -78* | 1% | -13% | 2.0% | ? | -5 | -17 | -4% | 57*
Cc1cccc(N2CC(C(=O)OCc3ccc([N+](=O)[O-])cc3)CC2=O)c1 (stereo not given) | -11 | -1% | -7% | -2.5% | -6 | -11 | -8 | 3% | 9
Cc1ccc(C)c(S(=O)(=O)Nc2ccc(C(=O)NCCCN3CCCC3=O)cc2)c1 | 6 | 1% | -6% | 0.1% | -15 | -1 | -2 | -6% | 2
Cc1nc(S(=O)(=O)N2CCN(c3ccc(Cl)cc3)CC2)cn1C | -7 | -6% | -3% | 0.9% | . | 0 | -1 | 3% | 2
Cc1ccc(NCC(=O)Nc2c(C)n(C)n(-c3ccccc3)c2=O)cc1S(=O)(=O)N(C)C | 13 | -19% | -1% | 5.2% | 7 | -4 | 3 | 15% | 1
COc1ccc(Oc2cc(C(F)(F)F)nc(N(C)C)n2)cc1 | -6 | -6% | -1% | -1.2% | -33 | 1 | 4 | 8% | 4
Cc1ccc(NC(=O)CN(C)S(=O)(=O)c2cccc3cccnc23)cc1 | 8 | 0% | -3% | 2.0% | . | . | -7 | 3% | 1

A portion of the library; count on the stated rates, not on these rows.
